BRCT inh red: qHTS Assay for Inhibitors of BRCT-Phosphoprotein Interaction (Red Fluorophore) | Breast cancer type 1 susceptibility protein (Homo sapiens), P38398 | Potency, µM (doses to about 76.9 µM), inactives show top-dose activity change, negative = inhibition, usual class: inhibitors | hit rate 0.03% among 75,000 | BRCT-phosphopeptide binding, red fluorescence polarization; further: on the % scale 0 is the no-effect control and ±100 the full control effect
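Rhodamine-labelled pBACH1 10-mer (100 nM) bound to BRCT domain (100 nM) at pH 7.3; compounds incubated 12 min room temperature, polarization read. Free peptide defines full inhibition; unlabelled decapeptide titrated as control.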
Tau filament bind: qHTS Assay for Tau Filament Binding; Microtubule-associated protein tau (Homo sapiens), P10636; recombinant tau filaments, thioflavin S fluorescence, 15 h; filaments grown with octadecylsulfate alongside compound; Potency, µM (top dose mostly 57.1 µM), for inactives: top-dose activity change, negative = inhibition; hit rate 2% among 71,000;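 further: potency means the concentration at half of the fitted maximal effect; on the % scale 0 is the no-effect control and ±100 the full control effect; actives lower thioflavin S fluorescence by blocking filaments or displacing dye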
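Tau 2 uM in ThS buffer dispensed; compound added; 60 uM ODS added (finals 1 uM tau, 30 uM ODS); 15 h 37 C; fluor ex450/em510.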
DNA Pol III inh: qHTS Assay for Inhibitors of DNA Polymerase III Holoenzyme System; reconstituted DNA polymerase III holoenzyme replication, biochemical; Potency, µM (titrated, usually from 57.1 µM), without a hit: at the highest dose activity change, negative = inhibition; AID 603, 2007; hit rate 0.25% among 71,000; further: potency means the concentration at half of the fitted maximal effect; on the % scale 0 is the no-effect control and ±100 the full control effect
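Reconstituted *E. coli* holoenzyme (0.35 nM Pol III, 1 nM beta, 154 nM SSB, 2 nM primase) was preincubated with compound for 15 min at RT. Synthesis on 1.4 nM ssM13Gori ran 35 min, then was stopped with PicoGreen/EDTA and read as dsDNA fluorescence.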
HADH2 inh: qHTS Assay for Inhibitors of HADH2 (Hydroxyacyl-Coenzyme A Dehydrogenase, Type II) | Potency, µM (titrated, usually from 57.1 µM), inactives show top-dose activity change, negative = inhibition, actives largely listed as inhibitors | AID 886, 2007 | recombinant HADH2, NADH fluorescence, beta-hydroxybutyryl-CoA | hit rate 3.4% among 73,000; further: potency means the concentration at half of the fitted maximal effect; on the % scale 0 is the no-effect control and ±100 the full control effect; nearly all actives have a fitted effect of over 60% in size; many of its hits are not listed in these tables
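His-tagged recombinant enzyme from E. coli, 20 nM, preincubated 15 min RT with compound; reaction started with 1 mM NAD+ and 90 uM beta-hydroxybutyryl-CoA in 100 mM Tris-HCl pH 9.0. NADH fluorescence (ex 360/em 450) read over 4 min; last-minus-first difference.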
Rhodamine autofl: qHTS Assay for Spectroscopic Profiling in Rhodamine Spectral Region; Rhodamine-region fluorescence, 547/598 nm, Tris buffer; stronger effect = higher value; max dye-equivalent concentration, M; hit rate 0.05% among 59,000; in the data active means max dye-equivalent concentration above about 11 nM; inconclusive means between about 1.1 nM and that limit
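Intensities are converted to rhodamine-equivalent concentration using a six-point rhodamine standard on each plate. Compounds sit 15 min at room temperature in 100 mM Tris buffer, pH 8.0; read uses the 547/598 nm excitation/emission pair.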
BRCT PPI green: qHTS Assay for Inhibitors of BRCT-Phosphoprotein Interaction (Green Fluorophore). hit rate 0.05% among 75,000. AID 875, 2007. Breast cancer type 1 susceptibility protein (Homo sapiens), P38398. Potency, µM (titrated, usually from 76.9 µM), inactives show top-dose activity change, negative = inhibition, actives largely listed as inhibitors. BRCA1 BRCT-phosphopeptide binding, green fluorescence polarization;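 further: potency means the concentration at half of the fitted maximal effect; plate controls were peptide without protein for full effect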
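Compounds were incubated for 12 min at room temperature with a complex of 100 nM fluorescein-tagged pBACH1 decapeptide and 250 nM His-tagged BRCT protein. Buffer was phosphate pH 7.3 with EDTA, DTT and Tween 20. Disruption of binding lowers the polarization signal.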
ALOX15 inhib: qHTS Assay for Inhibitors of 15-hLO (15-human lipoxygenase); Polyunsaturated fatty acid lipoxygenase ALOX15 (Homo sapiens), P16050; purified 15hLO-1, xylenol orange hydroperoxide absorbance; Potency, µM (top dose mostly 57.1 µM), inactives show top-dose activity change, negative = inhibition, usual class: inhibitors; hit rate 1.4% among 74,000; AID 887, 2007; further: potency means the concentration at half of the fitted maximal effect; on the % scale 0 is the no-effect control and ±100 the full control effect; nearly all actives have a fitted effect of over 55% in size
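Quantitative HTS in 25 mM Hepes pH 7.5 containing 0.01% Triton X-100: human 15hLO-1 at 40 nM, arachidonic acid at 50 uM, 6 min turnover. Product quantified via ferrous oxidation/xylenol orange, 573:405 nm absorbance ratio.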
Casp7 inh: qHTS Assay for Allosteric/Competitive Inhibitors of Caspase-7; AID 889, 2007; recombinant caspase-7, Ac-DEVD-AFC fluorescence rate; hit rate 0.02% among 75,000; P55210; Potency, µM (highest dose often 57.5 µM), for inactives: at the highest dose activity change, negative = inhibition, actives largely listed as inhibitors; active means well fitted inhibition curve with a large enough effect in the main read-out, with a control signal flat, not every such curve was filed as active; inconclusive means small, poorly fitted or top-dose-only effect, or a change in a side signal; further: potency means the concentration at half of the fitted maximal effect; % of control where 0% means no effect
Casp1 inh: qHTS Assay for Allosteric/Competitive Inhibitors of Caspase-1 | P29466 | Caspase-1 enzyme, Ac-WEHD-AFC fluorogenic rate | Potency, µM (doses to about 57.5 µM), inactives show at the top dose activity change, negative = inhibition, usual class: inhibitors | hit rate 0.03% among 75,000 | AID 900, 2007;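 further: potency means the concentration at half of the fitted maximal effect; plate controls were vehicle for no effect and no substrate for full effect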
HEK293 cAMP ctrl: qHTS Assay for Agonists of the Thyroid Stimulating Hormone Receptor: Activators of Intracellular cAMP Concentrations in Parental HEK 293. hit rate 2.5% among 73,000. parental HEK293 CNG cAMP sensor, membrane potential fluorescence. Potency, µM (series often up to 57.1 µM), for inactives: at the highest dose activation, hits mostly activators; further: potency means the concentration at half of the fitted maximal effect; % of control where 0% means no effect; nearly all actives have a fitted effect of over 55% in size
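Parental HEK 293 cells stably expressing a cAMP-gated CNG channel were loaded with membrane potential dye containing 100 uM RO 20-1724 for 60 min. Compound added for 30 min; depolarization read as fluorescence intensity at 590 nm.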
USP2a inhib: qHTS Assay for Inhibitors of Ubiquitin-specific Protease USP2a; Ubiquitin carboxyl-terminal hydrolase 2 (Homo sapiens), O75604; USP2a enzymatic assay, qHTS inhibition; Potency, µM (titrated, usually from 38.3 µM), for the others: top-dose activity change, negative = inhibition, actives largely listed as inhibitors; hit rate 0.1% among 60,000; AID 927, 2007;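 further: potency means the concentration at half of the fitted maximal effect; nearly all actives have a fitted effect of over 60% in size; plate controls were DMSO for no effect and NEM full inhibition control for full effect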
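USP2 core (20nM final) preincubated 30 min RT with compound, then Ub-PLA2 20nM and NBD C6-HPC 20uM final added; buffer 20mM Tris-HCl pH 8.0, 2mM CaCl2. Fluorescence Ex 460/Em 535 read at 0 and 2.5 h; normalized to NEM.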
Numbers without * were called inactive; i = inactive; ? = inconclusive; . = not tested or not shown; [ ] = remark or other dose. Unless noted, the call rests on the fitted dose curve; in most records, active means well fitted curve in the direction sought with a large enough effect; inconclusive means small, poorly fitted or top-dose-only effect, or another doubt; inactive means no such curve, though single readings can be large; an effect the other way counts as inactive or inconclusive. Only part of the results is shown; count on the stated rates, not on these rows.

mol | DNA Pol III inh | Tau filament bind | Casp7 inh | HADH2 inh | Rhodamine autofl | USP2a inhib | BRCT inh red | HEK293 cAMP ctrl | Casp1 inh | BRCT PPI green | ALOX15 inhib
CC(=O)c1ccc(-n2nnnc2SCC(=O)N2CCc3ccccc3C2)cc1 | -7% | -6% | 2% | -11% | i | 23% | -1.2% | 14% | -2% | -0.4% | -4%
COc1ccc(C(=O)NCc2nnc(SCC(=O)Nc3cccc(C(F)(F)F)c3)o2)cc1OC | -4% | -8% | 0% | -13% | i | 33%[activator] | 0.0% | -4% | -1% | 1.0% | -11%
CCNc1nc(Oc2ccc(=O)n(C)n2)nc(N2CCOCC2)n1 | -6% | -5% | -1% | 6% | i | -6% | -3.0% | 2% | 1% | -3.6% | 2%
COc1ccccc1C(=O)Nc1ccc2c(c1)OCO2 | -5% | 0% | 0% | 2% | . | -3% | -0.2% | ? | -2% | -1.4% | -2%
COCCn1nnnc1C(c1ccc(Cl)cc1)N1CCSCC1 (stereo not drawn) | -12% | -4% | -3% | 0% | i | 20% | 0.2% | 16µM* | 2% | -2.8% | 5%
C=C(C)CN1C(=O)C(O)(CC(=O)c2ccc3c(c2)OCCO3)c2ccccc21 (stereo not drawn) | 0% | 9% | -1% | 5% | i | 11% | -0.2% | 25% | 1% | -0.4% | 0%
Cc1ccc(NC2=CC(=O)CC(C)(C)C2)c(N)c1 | 2% | -17% | -1% | -2% | i | -6% | -0.2% | -6% | 0% | -2.6% | -2%
O=C(/C=C/Nc1cccc(O)c1)c1ccccc1 | -4% | -5% | -23% | ? | . | 26% | 0.2% | 10% | ? | 6.1% | 13µM*
COc1ccc(Oc2nc(C)cc(C)c2C#N)cc1 | -6% | -10% | 0% | -5% | i | 17% | -1.0% | 13% | -3% | -0.5% | 5%
CC(=O)[C@@H]1[C@H]2[C@@H](C(=O)[C@H]3OC[C@H]2O3)[C@@H]2C=Cc3ccccc3N12 | -1% | 372% | . | ? | i | . | . | -1% | . | . | .
Cc1nc(C)c(-c2ccccc2)c(=O)[nH]1 | 2% | 1% | -5% | -4% | i | -11% | -0.2% | 8% | 3% | -1.5% | -5%
Cc1nn(-c2ccccn2)c2nc(-c3cccs3)cc(C(=O)N3CCOCC3)c12 | -5% | -7% | -2% | 25µM* | i | 11% | -1.3% | 15% | 0% | 0.3% | 3%
COc1ccc(N2C(=O)CCC(C(=O)c3ccccc3)=C2C)cc1 | 2%[11.4 µM] | 2%[11.4 µM] | -2% | -8%[11.4 µM] | . | 3%[7.66 µM] | -1.1% | 10%[11.4 µM] | -4% | -2.3% | 0%[11.4 µM]
O=C(c1csnn1)N1CCC2(CCCN(c3ccc(-c4ccccc4)cc3)C2)CC1 | -10% | 0% | -6% | -8% | i | 144%[activator] | 3.0% | 18% | 0% | 14% | -14%
COc1ccc2cc(C3(C)NC(=O)N(CC(=O)NCc4ccco4)C3=O)ccc2c1 (stereo not drawn) | 7% | 6% | -1% | 5% | i | 20% | 0.7% | -13% | 2% | -0.6% | -3%
CC(=O)Nc1ccc(S(=O)(=O)N[C@H](C(=O)O)C(C)C)cc1 | -4% | 2% | 1%[0.00368 µM] | 6% | i | -7% | -0.5% | 2% | -1% | -0.7% | 6%
C=CCn1cc(C(=O)NCCCOC)c(=O)c2cc(S(=O)(=O)N(CC)CC)ccc21 | -5% | -9% | 0% | -7% | i | 14% | 0.4% | -3% | -2% | 1.2% | 4%
Cc1ccc(CO)cc1 | -4% | -3% | -1% | -11% | . | . | -1.1% | 5% | -3% | -1.4% | -6%
COc1ccccc1-n1c(C)nnc1SCC(N)=O | -11% | 6% | 1% | 10% | i | 5% | 0.4% | ? | -2% | -1.5% | -8%
CC(=O)OCC(OC(C)=O)C(OC(C)=O)C(OC(C)=O)C(OC(C)=O)C(COC(C)=O)OC(C)=O (stereo not drawn) | . | . | -1% | . | . | 12% | -4.7% | . | 3% | -1.1%[3.08 µM] | -3%

Single records (already shown). Values in the order: DNA Pol III inh, Tau filament bind, Casp7 inh, HADH2 inh, Rhodamine autofl, USP2a inhib, BRCT inh red, HEK293 cAMP ctrl, Casp1 inh, BRCT PPI green, ALOX15 inhib
`CC(=O)OCC(OC(C)=O)C(OC(C)=O)C(OC(C)=O)C(OC(C)=O)C(COC(C)=O)OC(C)=O` (stereo not drawn) across the screens: ., ., -1%, ., ., 12%, -4.7%, ., 3%, -1.1%[3.08 µM], -3%
`C=CCn1cc(C(=O)NCCCOC)c(=O)c2cc(S(=O)(=O)N(CC)CC)ccc21` across the screens: -5%, -9%, 0%, -7%, i, 14%, 0.4%, -3%, -2%, 1.2%, 4%
`Cc1ccc(CO)cc1` across the screens: -4%, -3%, -1%, -11%, ., ., -1.1%, 5%, -3%, -1.4%, -6%
`COc1ccccc1-n1c(C)nnc1SCC(N)=O` across the screens: -11%, 6%, 1%, 10%, i, 5%, 0.4%, ?, -2%, -1.5%, -8%

(continued)
mol | DNA Pol III inh | Tau filament bind | Casp7 inh | HADH2 inh | Rhodamine autofl | USP2a inhib | BRCT inh red | HEK293 cAMP ctrl | Casp1 inh | BRCT PPI green | ALOX15 inhib
CCOC(=O)CC(=O)CSC1=C(C#N)C(c2ccccc2OC)CC(=O)N1 (stereo not drawn) | -10% | 6% | -3% | -10% | i | 19% | -1.0% | -5% | -8% | 14% | -10%
CCCS(=O)(=O)N1CCN(c2ccccn2)CC1 | 2% | 4% | 1% | 1% | i | 4% | -0.4% | -1% | 0% | -0.4% | 12%
O=C1CC(N2CCOCC2)C(=O)N1c1ccccc1Cl (stereo not drawn) | 1% | 5% | -2% | 7% | i | 2% | -0.7% | 21% | -1% | -0.6% | 2%
CN(C)c1ccc(NC(=O)CN2CCN(CC(=O)Nc3ccc(F)cc3)CC2)cc1 | 1% | -24% | 2% | 8% | i | 6% | -2.1% | -6% | 2% | 0.0% | -3%
CS/C(=N\S(=O)(=O)c1cccs1)NC(=O)CSc1nc2ccccc2s1 | -4% | 10% | -3% | 13µM* | i | 15% | 0.3% | 26% | 1% | 1.0% | -20%
COC(=O)c1ccc(Cl)c(NC(=O)CN2CCN(Cc3ccccc3)CC2)c1 | -7% | 10% | -1% | 16% | i | 10% | 0.9% | 16% | 0% | -2.8% | 3%
O=C(CCCC(=O)OCC(F)(F)C(F)F)Nc1nccs1 | 4% | 11% | -2% | -12% | . | 4% | -3.2% | 6% | 2% | -0.1% | 1%
O=C(CSc1nccn1Cc1ccccc1)Nc1nccs1 | -5% | 8% | 0% | 9% | i | 0% | -0.1% | 7% | 1% | 1.6% | 10%
O=C(NCc1cccs1)C1CCCN1C(=O)NC1CCCCC1 (stereo not drawn) | 48% | -4% | 7% | -16% | i | -6% | -0.4% | 11% | 1% | -2.7% | -3%
COc1ccc(C(=O)N2CCC3(CC2)CCN(c2ccccc2)CC3)cc1 | -4% | -16% | 0% | 2% | i | 41%[activator] | -1.1% | 8% | -1% | -1.0% | -7%
O=C(O)C1CCCCC1C(=O)NCCCN1CCOCC1 (stereo not drawn) | 0% | 2% | 0% | 2% | i | -7% | 0.7% | 23% | 2% | -1.3% | 3%
COCCNC(=O)c1cc2c(=O)n3cccc(C)c3nc2n(Cc2ccncc2)c1=N | -5% | -6% | -2% | 6% | i | 1% | -1.3% | 9% | -3% | 4.5% | 0%
O=C(c1csnn1)N1CCC[C@@]2(CCN(c3ncccn3)C2)C1 | -12% | -9% | -4% | -1% | i | -19% | -0.9% | -1% | -6% | -1.3% | 1%
COc1ccc(C(=O)N2CCN(C(=O)c3cc(OC)c(OC)c(OC)c3)CC2)cc1 | -7% | -4% | 2% | 22% | i | . | 1.1% | 2% | -3% | -2.3% | -14%
COc1ccc(C2C(C(=O)c3cccs3)=C(O)C(=O)N2c2nncs2)cc1 (stereo not drawn) | -4% | 11% | -6% | -25% | . | -1% | -0.8% | -1% | -5% | -19% | 31%[activator]
